Bioassay records (PubChem)
TROY NFkB inh = inhibitors of TROY-driven NF-kB signaling, primary screen, Q293 LMP1-TROYcd cells, NF-kB luciferase, uHTS; Q293 LMP1-TROYcd NF-kB luciferase reporter, 4 h; inhibition, % at 10 µM; 0.98% of 360,000 active; AID 1347056, 2019;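 active means compounds whose plate-normalised and pattern-corrected inhibition of the luciferase reporter signal at the single screening dose is 50% or more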
TWEAK-Fn14 inh = inhibitors of TWEAK-Fn14 signaling, primary screen, luciferase reporter cells, uHTS. 2% of 360,000 active. inhibition, % at 10 µM. TWEAK-stimulated Fn14 reporter cells, luciferase luminescence, 8 h; in the data active means inhibition above about 50%
SRC1 inh = SRC1 coactivator transcriptional activity inhibitors, primary screen, cell-based, luminescence. HEK293 GAL4-SRC1 luciferase reporter. AID 588354, 2011. 0.12% of 360,000 active. inhibition, % at 3.6 µM;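 active means inhibition above the campaign mean plus 3 SD, with each screening campaign given its own cutoff, cut at about 60% in these data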;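 further: 0% = DMSO treated cells and 100% = gossypol at 36 µM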
LMP1 NFkB inh = EBV LMP1-driven NF-kappaB luciferase reporter inhibitors, primary screen, cell-based, luminescence, single point; LMP1-induced NF-kappaB luciferase reporter cells; inhibition, % at 12.5 µM; 0.69% of 350,000 active; in the data active means inhibition above about 41%;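 further: 0% = neutral control wells and 100% = reference inhibitor control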
CF NFkB block = inhibitors of PAF-induced NF-kB signaling, primary screen, cell-based, GFP fluorescence, uHTS. KKLEB NF-kB-GFP reporter, GFP fluorescence overnight. 0.86% of 360,000 active. inhibition, % at 5 µM;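 active means at least 50% inhibition at 5 µM, scaled per plate between neutral and stimulator controls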;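 further: PAF is a Pseudomonas aeruginosa culture filtrate used as stimulus; plate controls were PAF-stimulated DMSO wells for no effect and unstimulated DMSO wells for full effect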
KKLEB cytotox = cytotoxicity in KKLEB CF airway cells, primary screen, cytotoxicity control for CF NF-kB inhibitor project, cell-based, uHTS, fluorescence assay plates. activity change (cytotoxicity), % at 5 µM. AID 602141, 2011. KKLEB CF airway cells viability, ATPlite luminescence, overnight; stronger effect = lower value; cells stimulated with P. aeruginosa culture filtrate. 0.36% of 360,000 active;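 active means corrected activity change at or below -50% at 5 µM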
TRAIL sens C8 = viability loss with TRAIL in NB7+C8 cells, primary screen, TRAIL sensitizer project, cell-based, ATPlite luminescence; inhibition (viability loss, TRAIL sensitization), % at 10 µM; 1% of 360,000 active; AID 624354, 2012;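 active means compounds causing at least 50% loss of cell viability in the single-dose screen, relative to plate controls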
NR2F2 inh = NR2F2 transcriptional activity inhibitors, primary screen, cell-based, luciferase reporter, HEK293T, luminescence | HEK293T NGFI-A luciferase reporter | inhibition, % at 8.6 µM | 0.7% of 370,000 active | AID 686940, 2013;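 active means inhibition above a per-plate cutoff, mean inhibition of test wells between control levels plus 3 SD, cut at about 38% in these data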;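 further: cells cotransfected with COUP-TFII expression vector driving the NGFI-A reporter; 0% = median of COUP-TF2 test wells and 100% = reporter-only cells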
Shn3 inh set2 = reduction of Shn3 3'UTR firefly luciferase signal, primary screen, Schnurri-3 inhibitor project, cell-based, Clone20 osteoblasts, set 2; inhibition, % at 12.5 µM; 0.52% of 360,000 active; Clone20 osteoblast Shn3 3'UTR firefly luciferase, 24 h; AID 588674, 2011;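 active means mean inhibition of at least 75% with every replicate also reaching 75%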;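 further: 0% = median of neutral control wells and 100% = pilot-screen positive control compound; some compounds past the cut are filed as inactive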
NR5A2 inv ag = LRH-1 (NR5A2) inverse agonists, primary screen, cell-based, luminescence, HEK293T, StAR-luciferase reporter; Nuclear receptor subfamily 5 group A member 2 (Homo sapiens), O00482; LRH-1 transfected, 24 h; inhibition, % at 3.6 µM; 0.13% of 360,000 active; AID 602396, 2012;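 active means inhibition above the mean inhibition of all tested compounds plus 3 SD, cut at about 73% in these data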;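 further: 0% = DMSO wells and 100% = reporter-only cells lacking LRH-1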
SRC3 inh = SRC3 coactivator transcriptional activity inhibitors, primary screen, cell-based, luminescence. inhibition, % at 3.6 µM. HEK293 GAL4-SRC3 luciferase reporter. Nuclear receptor coactivator 3 (Homo sapiens), Q9Y6Q9. 0.17% of 360,000 active;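 active means inhibition above a per-campaign cutoff, the mean of all compounds plus 3 SD, cut at about 60% in these data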;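 further: 0% = DMSO-treated cells and 100% = gossypol-treated cells at 36 µM; higher means less SRC3-driven luciferase light from the GAL4 reporter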
Target sequence (Q9Y6Q9 whole entry, looked up, the tested form may be a part): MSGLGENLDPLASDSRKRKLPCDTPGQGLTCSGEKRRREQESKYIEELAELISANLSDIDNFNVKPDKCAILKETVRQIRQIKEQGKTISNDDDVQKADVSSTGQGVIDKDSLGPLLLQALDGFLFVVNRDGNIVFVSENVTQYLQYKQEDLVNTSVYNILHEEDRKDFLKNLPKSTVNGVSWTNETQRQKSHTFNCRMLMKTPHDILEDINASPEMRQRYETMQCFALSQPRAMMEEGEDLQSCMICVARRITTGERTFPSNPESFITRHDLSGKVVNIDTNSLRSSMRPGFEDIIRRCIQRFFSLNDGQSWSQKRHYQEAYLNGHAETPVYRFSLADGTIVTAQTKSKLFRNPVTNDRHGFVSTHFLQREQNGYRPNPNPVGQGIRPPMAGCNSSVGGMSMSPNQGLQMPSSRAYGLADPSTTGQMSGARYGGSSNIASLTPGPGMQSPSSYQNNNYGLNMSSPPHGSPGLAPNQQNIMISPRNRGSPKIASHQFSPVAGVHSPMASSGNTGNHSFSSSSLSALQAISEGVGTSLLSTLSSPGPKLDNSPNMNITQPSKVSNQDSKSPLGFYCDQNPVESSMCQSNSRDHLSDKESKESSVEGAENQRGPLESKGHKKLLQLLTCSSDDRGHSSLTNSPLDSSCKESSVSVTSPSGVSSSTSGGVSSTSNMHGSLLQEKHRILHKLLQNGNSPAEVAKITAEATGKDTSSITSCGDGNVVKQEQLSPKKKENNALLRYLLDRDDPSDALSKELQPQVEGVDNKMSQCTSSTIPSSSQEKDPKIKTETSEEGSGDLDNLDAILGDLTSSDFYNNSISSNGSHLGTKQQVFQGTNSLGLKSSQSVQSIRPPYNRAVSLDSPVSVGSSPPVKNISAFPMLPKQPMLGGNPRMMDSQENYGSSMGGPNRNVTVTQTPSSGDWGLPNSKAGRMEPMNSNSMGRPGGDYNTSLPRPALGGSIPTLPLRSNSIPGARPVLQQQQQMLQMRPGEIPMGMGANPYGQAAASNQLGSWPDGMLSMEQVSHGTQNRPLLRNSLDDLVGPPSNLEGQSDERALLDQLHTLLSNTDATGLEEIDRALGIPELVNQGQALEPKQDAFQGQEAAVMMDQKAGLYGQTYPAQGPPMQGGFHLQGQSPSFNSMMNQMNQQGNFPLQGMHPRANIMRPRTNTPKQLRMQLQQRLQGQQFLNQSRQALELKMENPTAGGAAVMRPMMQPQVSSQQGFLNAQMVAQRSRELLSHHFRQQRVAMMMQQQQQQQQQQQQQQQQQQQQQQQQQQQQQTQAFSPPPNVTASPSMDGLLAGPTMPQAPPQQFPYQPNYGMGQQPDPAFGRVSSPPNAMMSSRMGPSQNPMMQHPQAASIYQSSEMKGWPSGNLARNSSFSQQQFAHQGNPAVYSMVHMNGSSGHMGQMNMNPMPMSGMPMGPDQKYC
An asterisk follows results filed as active; nt = not tested or not shown. A portion of the library; rates above refer to the full screens.

compound	TROY NFkB inh	TWEAK-Fn14 inh	SRC1 inh	LMP1 NFkB inh	CF NFkB block	KKLEB cytotox	TRAIL sens C8	NR2F2 inh	Shn3 inh set2	NR5A2 inv ag	SRC3 inh
CCOCCCNC(=O)C(NC(=O)Cc1cccs1)c1ccc(Cl)cc1 (stereo not given)	8	-3	6	-5	-14	6	-29	12	14	10	9
Cc1nnc(SCc2ccc(CSc3nnc(C)c(=O)[nH]3)cc2)[nH]c1=O	15	-11	-21	-1	2	-4	2	-6	6	-6	5
O=C(CN1C(=O)C2C3C=CC(C3)C2C1=O)NCCN1CCCc2ccccc21 (stereo not given)	11	-3	3	-1	15	-5	-20	14	4	12	5
C[N+]1(CN2C(=O)C3C4C=CC(C4)C3C2=O)CCCCC1 (stereo not given)	16	-5	8	-4	3	-1	-5	-9	11	10	13
C=CCn1c(CCn2c3ccccc3c3ccccc32)n[nH]c1=S	-7	-9	15	8	10	2	4	6	16	7	9
Cn1ccnc1C(=O)c1ccc(N)cc1	2	20	-43	7	3	-12	-24	-21	8	8	-21
O=C(OCCCN=C1NS(=O)(=O)c2ccccc21)C1CC(=O)N(c2ccc(Cl)cc2)C1 (stereo not given)	-1	-11	2	-32	-4	6	12	-13	-5	4	17
CC1CCc2sc(C(=O)N(C)CC(=O)Nc3cccc(F)c3)cc2C1 (stereo not given)	42	11	-15	-3	0	-17	-5	7	-10	-9	5
CC(C)(C)NC(=O)C1CCN(C(=O)c2ccc(Br)cc2)CC1	18	2	-18	-14	3	5	-11	16	-4	-2	6
CCOC(=O)c1[nH]c(C)c(C(=O)NC2CCCCCC2)c1C	9	3	4	0	-12	3	-3	6	-1	11	-11
Nc1cccc(P(=O)(c2ccccc2)c2ccccc2)c1	-4	8	-21	-10	3	0	-2	-6	5	-4	14
O=C(NC1CCCCC1)C(c1ccnc2ccccc12)N1CCc2ccccc2C1 (stereo not given)	-25	-4	0	nt	-16	-37	2	5	-22	-11	15
CN(C)S(=O)(=O)c1ccc(N2CCCC2)c(C(=O)Nc2nc(-c3cc(F)ccc3F)cs2)c1	15	-19	7	5	45	-47	-17	-6	40	21	21
CCCS(=O)(=O)N1CCCC(C(=O)NC2CCCC(C)C2C)C1 (stereo not given)	5	-11	-5	60*	-31	1	-16	11	9	9	-7
CC1=CCC2C(=O)N(c3ccc(Br)cc3C)C(=O)C2C1 (stereo not given)	2	7	8	8	8	-9	-6	3	4	9	7
COc1cccc(C(C(=O)NC(C)(C)C)N(Cc2ccco2)C(=O)CCC(=O)Nc2cc(C)on2)c1OC (stereo not given)	1	0	-3	-4	-12	-11	-8	9	-2	12	2
COC(=O)c1ccc(NC(=O)Cn2nc(C(=O)Nc3ccc(C)cc3)ccc2=O)cc1	8	-16	-10	-1	4	0	3	1	-31	-17	-12
O=C(O)c1ccc2c(c1)C(=O)N(CCc1c[nH]c3ccccc13)C2=O	-63	-23	-31	-34	-50	8	-29	-6	-74	4	-75
O=C(NCCc1c[nH]c2ccccc12)c1cccc(Br)c1	-27	1	-3	-9	-1	6	-6	-2	5	3	1
COc1ccc2oc(C(=O)OCC(=O)Nc3ccc(NC(C)=O)cc3)c(C)c2c1	-50	-35	-42	-5	16	-15	-3	-29	-13	2	-12
CCCc1ccc(OCC(=O)NNC(=O)c2cccnc2)cc1	14	-3	-5	2	11	-1	0	1	10	19	-11
c1ccc2ncc(-n3cnnn3)cc2c1	0	4	-13	-2	5	-6	2	-3	-9	17	-11
COc1ccc(-c2c(C)cc3oc(=O)cc(-c4ccccc4)c3c2C)cc1C=O	50*	28	-10	0	34	-6	-8	1	12	10	-46
O=C(Nc1ccc2c(c1)OCCO2)C1c2ccccc2OCC(=O)N1Cc1ccc2c(c1)OCO2 (stereo not given)	1	1	nt	nt	nt	nt	1	-20	nt	9	nt
Cc1cccc(N(C)S(=O)(=O)c2cccc3nsnc23)c1	8	14	5	5	-2	0	-16	-20	-11	-11	-7
COc1ccc([N+](=O)[O-])cc1NC(=O)c1cn(-c2ccc(Cl)cc2)c(=O)c2ccccc12	3	1	2	8	-29	-3	1	1	-10	-2	14
COc1cc(NS(=O)(=O)c2ccc(NC(=O)/C=C/c3ccc([N+](=O)[O-])cc3)cc2)ncn1	-4	-9	8	-2	-18	5	-8	13	-1	4	-6
Cc1ccc(NC(=O)CCn2cnc3cc(C)c(C)cc32)cc1	-2	-18	1	4	6	0	5	23	4	-6	-43
Cc1ccc(C(=O)OCc2nnc(-c3ccc(Br)cc3)o2)cc1	-15	-31	-8	-4	11	-19	-5	5	9	2	16
CCOC(=O)C1=CN(Cc2ccco2)S(=O)(=O)NC1c1cccc(OC)c1 (stereo not given)	-18	0	-15	0	23	4	-11	-5	-19	9	-2
O=C(Nc1ccccc1)N1CCN(S(=O)(=O)c2ccccc2)CC1	-20	-3	14	4	1	5	0	14	6	6	21
COc1ccccc1-c1cc(NC=O)c2ncc(-c3ccc(S(C)(=O)=O)cc3)n2c1	-12	32	3	nt	-2	1	-14	-64	-7	44	-17
COCCNC(=O)NC(=O)COC(=O)C12CC3CC(CC(NC(C)=O)(C3)C1)C2	-30	0	-14	4	5	0	20	-4	-34	0	-1
CN1CCN(C2=Cc3ccccc3Sc3cc(F)c(F)cc32)CC1	6	20	2	-19	5	-10	5	3	-6	-9	3
CC(C)c1nc(NCc2ccccc2)c(C#N)c2c1CCCC2	-8	-13	-16	-25	-4	-5	-12	-8	19	-20	-20
CCCn1c(N)c(N(CCOC)C(=O)c2ccc(-c3ccccc3)cc2)c(=O)[nH]c1=O	5	21	-4	-4	5	-15	7	7	-9	9	6
O=c1cc(O)c2sc(Nc3ccc(F)cc3)nc2[nH]1	18	7	-7	-4	20	-10	15	-16	2	0	2
CCc1ccc(C=C2SC(=S)N(CCCC(=O)Nc3ccc(C(=O)O)cc3)C2=O)cc1	6	-28	-3	nt	6	-12	10	8	-6	-11	-19
Clc1cnc(N/N=C/c2ccco2)c(Cl)c1	-43	-15	-118	-20	-12	2	33	-43	-107	-165	-74
Nn1c(SCC(=O)Nc2ccccc2F)nnc1-c1cccnc1	9	-12	9	-2	12	-12	-14	12	5	0	5
CCOc1ccc(C(C)C)cc1S(=O)(=O)n1nc(C)cc1C	5	-3	2	-6	17	-9	-4	-4	15	5	-9
CC1CCN(CCCNC(=O)c2ccc3c(=O)n(Cc4ccc(Cl)cc4)c(=S)[nH]c3c2)CC1	-32	-29	-7	-16	15	-13	3	-28	-6	-21	0
COc1ccc(NC(=O)CSc2nnc3n2CCCCC3)cc1S(=O)(=O)N(C)C	11	10	12	-10	-30	3	-9	-4	-10	9	1

In another format: results already given.
CCOC(=O)c1[nH]c(C)c(C(=O)NC2CCCCCC2)c1C
  TROY NFkB inh: 9 | TWEAK-Fn14 inh: 3 | SRC1 inh: 4 | LMP1 NFkB inh: 0 | CF NFkB block: -12 | KKLEB cytotox: 3 | TRAIL sens C8: -3 | NR2F2 inh: 6 | Shn3 inh set2: -1 | NR5A2 inv ag: 11 | SRC3 inh: -11
Nc1cccc(P(=O)(c2ccccc2)c2ccccc2)c1
  TROY NFkB inh: -4 | TWEAK-Fn14 inh: 8 | SRC1 inh: -21 | LMP1 NFkB inh: -10 | CF NFkB block: 3 | KKLEB cytotox: 0 | TRAIL sens C8: -2 | NR2F2 inh: -6 | Shn3 inh set2: 5 | NR5A2 inv ag: -4 | SRC3 inh: 14
O=C(NC1CCCCC1)C(c1ccnc2ccccc12)N1CCc2ccccc2C1 (stereo not given)
  TROY NFkB inh: -25 | TWEAK-Fn14 inh: -4 | SRC1 inh: 0 | LMP1 NFkB inh: nt | CF NFkB block: -16 | KKLEB cytotox: -37 | TRAIL sens C8: 2 | NR2F2 inh: 5 | Shn3 inh set2: -22 | NR5A2 inv ag: -11 | SRC3 inh: 15
CN(C)S(=O)(=O)c1ccc(N2CCCC2)c(C(=O)Nc2nc(-c3cc(F)ccc3F)cs2)c1
  TROY NFkB inh: 15 | TWEAK-Fn14 inh: -19 | SRC1 inh: 7 | LMP1 NFkB inh: 5 | CF NFkB block: 45 | KKLEB cytotox: -47 | TRAIL sens C8: -17 | NR2F2 inh: -6 | Shn3 inh set2: 40 | NR5A2 inv ag: 21 | SRC3 inh: 21
